# B2AR arrestin: qHTS assay of beta-arrestin-biased ligands of beta2-adrenergic receptor; Beta-2 adrenergic receptor (Homo sapiens), P07550; beta-arrestin recruitment to beta2AR, cell-based reporter; Potency, µM (titrated, usually from 46.1 µM), without a hit: at the highest dose activation, most hits filed as activators; 330,000 tested, 0.02% active; AID 492947, 2010;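 note: potency is the fitted concentration of half-maximal effect; 0% = DMSO controls and full agonism = EC100 isoproterenol or metaproterenol; nearly all actives have a fitted effect of over 65% in size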
# MLL CXXC-DNA inh: qHTS Fluorescence Polarization Assay for Inhibitors of MLL CXXC domain - DNA interaction | Histone-lysine N-methyltransferase 2A (Homo sapiens), Q03164 | MLL-CXXC / FITC-HOXA9 DNA fluorescence polarization | Potency, µM (top dose mostly 115 µM), inactives show at the top dose activity change, negative = inhibition, usual class: inhibitors | 290,000 tested, 0.037% active; active = well fitted inhibition curve with a large enough effect in the polarisation, with a control signal flat, not every such curve was filed as active; inconclusive = small, poorly fitted or top-dose-only effect, or effect the other way, or a change in a side signal; inactive = no such curve, though single readings can be large or run the other way; the % refers to the polarisation; note: potency is the fitted concentration of half-maximal effect
#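 Purified MLL-CXXC (added from a 7 uM solution) was preincubated 5 min at ambient with pinned compounds in 50 mM Tris-HCl pH 7.5, 50 mM NaCl, 1 mM DTT, 0.05% BSA. Fluorescein-labeled HOX-A9 DNA (50 nM solution) followed, 30 min, then polarization read.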
# Giardia kill: Small Molecules that selectively kill Giardia lamblia: qHTS. Giardia lamblia trophozoite viability. activity change, % at 7.66 µM, hits read low. 340,000 tested, 0.15% active; in the data active = activity change below about -80%; inconclusive = between about -30% and that limit;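 note: parasites exposed to compound for two days anaerobically before the ATP read; % is set by controls: 0 for no effect and ±100 for the full control effect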
#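 Luminescent ATP signal served as the viability read-out, measured 15-30 min after adding ATP detection reagent to trophozoites that had been incubated with compounds for 48 hrs at 37 deg C anaerobically at 100 cells/well.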
# FBPA coupling cs: qHTS Assay for Inhibitors of Fructose-1,6-bisphosphate Aldolase from Giardia Lamblia: Coupling assay counterscreen. coupling enzyme system counterscreen, AmpLite Red fluorescence. activity change, negative = inhibition, % at 58.2 µM, hits read low. 290,000 tested, 0.67% active; in the data active = activity change below about -30%; note: % is set by controls: 0 for no effect and ±100 for the full control effect
#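 Final compound at 57.5 uM, incubated 10 min at RT with coupling enzyme reagent (glyceraldehyde-3-phosphate), then 20 min with substrate and AmpLite Red detection. Fluorescence read at 525/598 nm; tests interference with the coupling assay, not aldolase inhibition.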
# KCNH2 3.1 block: qHTS for Inhibitors of KCHN2 3.1: Mutant qHTS; Potassium voltage-gated channel subfamily H member 2, brain isoform KCNH2 3.1 (human); U2OS KCNH2 3.1, thallium flux FluxOr; hits give low values; activity change, % (tested at about 1.8 µM); 340,000 tested, 0.95% active; AID 720553, 2013;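 active = maximum activity change below -70%; inconclusive = maximum activity change from -70% to -50%; inactive = maximum activity change above -50%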;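 note: thallium influx rate constant from kinetic fluorescence after stimulation buffer; % is set by controls: 0 for no effect and ±100 for the full control effect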
#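 Normalized rate constant (relative to positive and negative DMSO controls) derived from a 2 min kinetic fluorescence read after stimulation; U2OS cells expressing the 3.1 isoform via virus at 1.77 x 10^8 /mL.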
# GALK inhibitor: qHTS Assay for Inhibitors of Human Galactokinase (GALK). P51570. Purified GALK, Kinase-Glo residual ATP luminescence. Potency, µM (highest dose often 57.5 µM), for inactives: top-dose activity change, negative = inhibition, actives largely listed as inhibitors. 270,000 tested, 0.007% active; note: potency is the fitted concentration of half-maximal effect; % is set by controls: 0 for no effect and ±100 for the full control effect
#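 5 nM enzyme, 35 uM ATP, 100 uM galactose, 20 mM HEPES pH8.0, 5 mM MgCl2; 1 h RT; residual ATP by Kinase-Glo Plus luminescence, qHTS format.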
# TRPV1 ag: HTS Assay for Compounds that Act as Agonists of the Vanilloid Receptor 1. Transient receptor potential cation channel subfamily V member 1 (Homo sapiens), Q8NER1. TRPV1-expressing cells, Fluo-8 calcium influx, agonist mode. activation, % at 8.33 µM. 320,000 tested, 0.19% active. AID 540275, 2011; in the data active = activation above about 80%; inconclusive = between about 30% and that limit; note: 0% is about no effect
#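 TRPV1-expressing cells were cultured overnight at 35.5C and loaded with Fluo-8 calcium dye for 40 to 90 min at room temperature. After a 10 s baseline, compound was added and calcium influx was read kinetically for 3 min (ex 480/em 520 nm).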
# PKM2 activator: qHTS Assay for Activators of Human Muscle isoform 2 Pyruvate Kinase; Pyruvate kinase PKM (Homo sapiens), P14618; Potency, µM (titrated, usually from 57.5 µM), for inactives: top-dose activation, hits mostly activators; 260,000 tested, 0.34% active; purified PKM2, Kinase-Glo ATP luminescence, activation; response scale: 0% is enzyme alone, no compound; note: potency is the fitted concentration of half-maximal effect; % is set by controls: 0 for no effect and ±100 for the full control effect; nearly all actives have a fitted effect of over 55% in size
# Target sequence (P14618 whole entry, looked up, canonical isoform): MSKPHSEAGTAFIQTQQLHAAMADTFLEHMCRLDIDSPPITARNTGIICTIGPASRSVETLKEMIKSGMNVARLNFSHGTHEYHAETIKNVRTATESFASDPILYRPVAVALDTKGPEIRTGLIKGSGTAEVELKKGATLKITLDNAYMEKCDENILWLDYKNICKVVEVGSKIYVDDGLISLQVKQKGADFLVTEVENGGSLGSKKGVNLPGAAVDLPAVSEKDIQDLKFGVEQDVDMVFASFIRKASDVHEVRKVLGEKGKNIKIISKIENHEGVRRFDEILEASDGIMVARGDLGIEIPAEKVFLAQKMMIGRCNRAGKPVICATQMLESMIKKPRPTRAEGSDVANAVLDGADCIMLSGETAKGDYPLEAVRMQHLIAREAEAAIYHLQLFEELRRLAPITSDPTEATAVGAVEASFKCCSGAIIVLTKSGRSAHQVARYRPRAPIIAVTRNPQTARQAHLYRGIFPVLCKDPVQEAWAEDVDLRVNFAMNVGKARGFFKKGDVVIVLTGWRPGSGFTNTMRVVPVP
#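 hPK-M2, >95% pure; 0.1 mM ADP / 0.5 mM PEP final; imidazole pH7.2 buffer w/ 7 mM MgCl2, 50 mM KCl; 1 h RT; Kinase-Glo lum. Intermediate enzyme activity for dual inhibitor/activator qHTS.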
# Menin-MLL TR inh: qHTS Assay for Inhibitors Targeting the Menin-MLL Interaction in MLL Related Leukemias: Competition With Texas Red Labeled MLL-derived Mutant Peptide; O00255; Menin + Texas Red MLL mutant peptide, fluorescence polarization; Potency, µM (highest dose often 61.6 µM), without a hit: at the top dose FP activity change, negative = inhibition, actives largely listed as inhibitors; 270,000 tested, 0.23% active; AID 1768, 2009; active = well fitted inhibition curve with a large enough effect in the polarisation, with a control signal flat, not every such curve was filed as active; inconclusive = small, poorly fitted or top-dose-only effect, or effect the other way, or a change in a side signal; inactive = no such curve, though single readings can be large or run the other way; the % refers to the polarisation; note: potency is the fitted concentration of half-maximal effect; % of control where 0% means no effect; many of its hits are not listed in these tables
# Target sequence (O00255 whole entry, looked up): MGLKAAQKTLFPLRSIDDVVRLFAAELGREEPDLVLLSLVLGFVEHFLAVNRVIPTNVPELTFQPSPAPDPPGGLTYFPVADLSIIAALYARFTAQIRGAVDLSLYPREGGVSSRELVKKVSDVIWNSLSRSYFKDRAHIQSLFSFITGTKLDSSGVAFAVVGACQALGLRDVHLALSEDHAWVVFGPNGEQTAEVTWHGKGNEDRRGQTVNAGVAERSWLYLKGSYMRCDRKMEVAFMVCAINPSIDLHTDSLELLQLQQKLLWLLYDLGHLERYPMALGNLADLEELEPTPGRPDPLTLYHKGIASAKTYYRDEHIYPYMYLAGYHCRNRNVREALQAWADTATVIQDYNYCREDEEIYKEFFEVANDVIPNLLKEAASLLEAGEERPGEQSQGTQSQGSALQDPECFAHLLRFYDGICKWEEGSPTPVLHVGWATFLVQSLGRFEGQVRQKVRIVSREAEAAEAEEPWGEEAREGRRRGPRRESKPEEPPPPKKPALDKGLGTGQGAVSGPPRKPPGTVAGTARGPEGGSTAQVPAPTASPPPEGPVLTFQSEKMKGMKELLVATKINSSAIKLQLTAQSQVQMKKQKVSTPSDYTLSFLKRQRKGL
# USP2a block: qHTS Assay for Inhibitors of Ubiquitin-specific Protease USP2a Using CHOP2 as the Reporter; USP2 core, Ub-CHOP2 coupled fluorogenic reporter, 485/531; AID 463254, 2010; 330,000 tested, 0.01% active; Ubiquitin carboxyl-terminal hydrolase 2 (Homo sapiens), O75604; Potency, µM (top dose mostly 38.3 µM), inactives show at the highest dose activity change, negative = inhibition, most hits filed as inhibitors;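 note: potency is the fitted concentration of half-maximal effect; plate controls were DMSO wells for no effect and full inhibition by NEM control for full effect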
#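 USP2 core (10nM final) preincubated 30min RT with compound in 20mM Tris-HCl pH 8.0, 2mM CaCl2, 2mM beta-mercaptoethanol, 0.05% CHAPS; 25nM Ub-CHOP2 plus 25nM reporter substrate added, fluorescence (Ex485/Em531) read after 60min.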
# KCNH2 WT inh: qHTS for Inhibitors of KCHN2 3.1: Wildtype qHTS | U2OS, BacMam KCNH2, thallium flux FluxOr; hits give low values | activity change, % at 1.84 µM | 340,000 tested, 0.37% active;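 active = maximum activity change below -70%; inconclusive = maximum activity change between -70% and -50%; inactive = maximum activity change above -50%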; note: % is set by controls: 0 for no effect and ±100 for the full control effect
#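 U2OS cells transduced with wild-type KCNH2 virus are loaded with FluxOr dye for 45 min, and thallium flux is measured in kinetic reads before and after stimulation buffer. Rate constants are normalized to DMSO controls.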
# * hit, by the source's call; ? = inconclusive; . = not tested or not shown; & = joins results of further samples; [ ] = dose if it differs, or a comment. Unless noted, calls come from the whole dose curve; as a rule, active = well fitted curve in the direction sought with a large enough effect; inconclusive = small, poorly fitted or top-dose-only effect, or another doubt; inactive = no such curve, though single readings can be large; an effect the other way counts as inactive or inconclusive. Only part of the results is shown; the hit share may differ from the screen's.
SMILES,B2AR arrestin,MLL CXXC-DNA inh,Giardia kill,FBPA coupling cs,KCNH2 3.1 block,GALK inhibitor,TRPV1 ag,PKM2 activator,Menin-MLL TR inh,USP2a block,KCNH2 WT inh
Cc1ccc(N(CCC(=O)O)S(=O)(=O)c2cccc(C(F)(F)F)c2)cc1,-0.3%,6%,3,11,0,5%,0,-13%,-3%,-9%,-2
C=CCn1c(N)cc(=O)nc1SC(C)C(=O)Nc1cccc2ccccc12 (stereo unspecified),-0.8%,-6%,-8,1,1,1%,-1,-4%,-8%,-9%,-9
Cc1cccc(OCc2nnc(SC(C)C(=O)Nc3ccc(N4CCOCC4)cc3)o2)c1 (stereo unspecified),-0.9%,.,20,.,-3,.,.,.,.,1%,-6
Cc1ccc(OCCOCCNC(C)(C)C)c([N+](=O)[O-])c1,-0.1%,6%,-3,0,-9,1%,-1,4%,12%,3%,-6
CCOC(=O)C(Cc1ccc(N)cc1)N1C(=O)c2ccccc2C1=O (stereo unspecified),0.1%,7%,-6,0,2,-2%,0,0%,-1%,0%,3
O=C(c1cccs1)N1CCN(Cc2cn[nH]c2-c2ccc(F)cc2F)CC1,1.0%,-5%,-16,-1,30,.,5,3%,0%,0%,-5
O=C(CCc1nnc(COc2ccccc2)o1)NC1(c2ccccc2)CC1,-0.3%,-8%,7,2,1,11%,2,-2%,2%,1%,3
CC(NC(=O)CNC(=O)c1ccccc1Br)c1cccs1 (stereo unspecified),-0.3%,.,4,.,2,.,0,.,.,0%,1
CCn1c(=O)c2cc(C(=O)NCCN3CCOCC3)sc2c2ccccc21,0.3%,-11%,30,0,-1,3%,.,0%,0%[11.7 µM],1%,31
CC1CCCCN1S(=O)(=O)c1ccc(NC(=O)c2cccs2)cc1 (stereo unspecified),0.4%,-7%,-1,0,-10,-3%,?,1%,?,-2%,-2
O=C(CN1C(=O)NC2(CCCC2)C1=O)Nc1ccc(S(=O)(=O)N2CCOCC2)cc1,0.1%,14%,?,0,18,-1%,-2,3%,2%,-4%,3
NC(N)=N/N=C/c1ccc(OCc2ccc(Cl)cc2)cc1,-0.2%,?,-1,3,-3,2%,0,27%,1%,-4%,0
CCCCNC(=O)CCc1c(C)nc2c(c(C)nn2-c2ccccc2)c1C,-0.3%,40%[activator],2,2,-16,.,94*,.,17%,2%,1
COc1ccc(C(C)=O)cc1CSC(=N)N,-0.8%,22%,6,1,-1,0%,0,-4%,?,2%,0
O=C(N/N=C/c1c(O)n(Cc2ccccc2)c(=O)c2ccccc12)c1cccnc1,-0.2%,?,6,-16,2,6%,8,-8%,?,5%,-8
C/C(=N\Nc1cccc(Cl)c1)c1ccc(-n2ccnc2)cc1,-0.6%,-3%,9,4,-4,1%,0,1%,0%,2%,6
COc1ccc(C(C)(C)C)cc1NC(=O)CCc1c(C)noc1C,0.1%,.,-5,.,12,.,-2,.,.,0%,-6
COC(Cc1n[nH]c(=S)n1-c1ccc(Cl)cc1)OC,-0.8%,11%,-8,3,1,-2%,-2,0%,8%,2%,35
O=C(C1CCC1)N1CCc2cc(S(=O)(=O)NCc3ccco3)ccc21,-0.5%,5%,3,3,-18,0%,7,24%,-3%,1%,-17
CN1CCN(c2ccccc2/C=C2/C(=O)Nc3ccccc32)CC1,0.0%,-5%,-1,7,-21,-4%,19,.,?,6%,8
CCCn1c(CNC(=O)c2ccccc2)nc2ccccc21,0.3%,10%,6,-3,12,-1%,0,0%,?,2%,40
O=C(CNc1cccc(Cl)c1)c1ccc(Br)cc1,?,5%,-13,2,-12,3%,11,0%,-28%,0%,0
CCCCCC#CCC#CCC#CCC#CCCCC(=O)O,0.3%,-2%,.,4&2,.,3%,3,1%,49%&1%[activator],?,.
CC1CCCCN1C(=O)CSc1nc2cc3c(cc2c(=O)n1Cc1ccc2c(c1)OCO2)OCO3 (stereo unspecified),-0.1%,11%,2,0,-33,-2%,-12,1%,-21%,0%,-5
CC1CCN(S(=O)(=O)c2ccc(NC(=O)Cc3ccccc3)cc2)CC1,0.5%,1%,-8,0,17,-3%,-1,-1%,13%,-4%,-3

# Going on with the list.
SMILES,B2AR arrestin,MLL CXXC-DNA inh,Giardia kill,FBPA coupling cs,KCNH2 3.1 block,GALK inhibitor,TRPV1 ag,PKM2 activator,Menin-MLL TR inh,USP2a block,KCNH2 WT inh
COc1ccc(CCNC(=O)Cn2cnc3c2c(=O)n(C)c(=O)n3C)cc1OC,-0.6%,0%,-9,.,7,-4%,-4,0%,12%,1%,3
COc1ccc(C2/C=C\CN(C(=O)OCC3c4ccccc4-c4ccccc43)CC(=O)N2Cc2cccc(F)c2)cc1 (stereo unspecified),3.1%,.,-8,0,-2,.,.,.,-17%[44.5 µM],-7%,-2
O=C(CCc1ccccc1)Nc1cccc(NC(=O)CCc2ccccc2)c1,-0.2%,16%,-9,6,-1,0%,-2,-6%,9%,1%,7
CCOc1ccc(C(=O)CCN2CCCCC2)cc1,-0.6%,21%,-3,0,21,6%,-1,-7%,2%,-2%,0
Cc1nnc(SCC(=O)NC2CCS(=O)(=O)C2)n1-c1ccccc1 (stereo unspecified),-0.9%,3%,-11,-3,17,-2%,2,1%,0%,3%,5
c1cnc2nc(CSc3ncn[nH]3)cn2c1,0.1%,6%,-14,2,10,12%,3,0%,-8%,-1%,3
COC(=O)COc1ccc2oc(=O)cc(-c3cc4cccc(OC)c4o3)c2c1,0.6%,0%,-1,.,6,-5%,30,.,.,3%,-2
COc1ccc(NC(=O)CN2C(=O)NC3(CC(C)CC(C)(C)C3)C2=O)cc1S(=O)(=O)N1CCCCC1 (stereo unspecified),0.5%,.,9,.,9,.,2,.,.,1%,4
CCCNC(=O)N1CCCC(C(=O)c2cccc(Cl)c2)C1 (stereo unspecified),-0.2%,-5%,3,6,-1,-2%,6,-5%,-1%,3%,3
Cc1nccn1CCCN1C(=O)CNC1=S,-0.3%,-2%,-1,3,-12,-1%,1,1%,9%,-2%,-3
O=C(COC(=O)c1ccc2c(c1)OCO2)Nc1nc(-c2ccccc2)cs1,0.0%,13%,2,0,3,-1%,-1,9%,?,12%,12
O=C(COc1ncnc2scc(-c3ccccc3)c12)NC1CCCc2ccccc21 (stereo unspecified),-1.2%,10%,-4,-3,-1,1%,-1,8%,2%,-1%,-11
Cc1nnc(SCC(=O)NC(=O)NCc2ccco2)s1,-0.2%,3%,?,1,1,-2%,-2,8%,7%,2%,-15
O=S(=O)(Nc1cc(S(=O)(=O)N2CCOCC2)ccc1N1CCCC1)c1cccs1,0.0%,19%,-1,1,5,14%,0,0%,2%,1%,-10
CN1CCN(CC(=O)N/N=C/c2ccc(F)c(F)c2)CC1,-1.4%,6%,-13,-3,11,-1%,2,2%,-23%,-1%,22
Cc1c(CNC2CCCC(C)C2C)c(C(=O)O)c(C)n1Cc1ccccc1 (stereo unspecified),-0.8%,-1%,8,5,-9,1%,0,0%,-8%,4%,0
Cc1ccc(S(=O)(=O)N2CCC(C(=O)OCCOc3cccc(C)c3)CC2)cc1,0.1%,.,6,.,-6,.,6,.,.,-3%,-17
NC(=O)CC[C@H](NC(=O)c1ccc(F)cc1)C(=O)OCC(=O)Nc1ccc(N2CCOCC2)cc1,0.4%,0%,7,4,-6,0%,0,-2%,-1%,0%,-8
Clc1cccc(/C=N/Nc2nc(Cl)nc3ccccc23)c1,-1.2%,50%[activator],3,-2,4,0%,-15,-3%,50%[activator],-1%,3
CCOC(=O)CSc1nc2sc3c(c2c(=O)[nH]1)CC(C)(CC)OC3 (stereo unspecified),-1.7%,-6%,-6,-2,12,-1%,-1,-2%,3%,0%,-5
COc1ncccc1-c1nnn(-c2ccccc2)n1,-0.9%,4%,-10,1,17,-2%,3,-28%,2%,1%,5

# Screening data as filed in PubChem BioAssay.
